# Bioassay records from PubChem BioAssay.
# CHRM5 antagonist – antagonists of human muscarinic M5 receptor (CHRM5). P08912. CHO-hM5 cells, Fluo-8 calcium fluorescence, ACh EC80. inhibition, % at 3 µM. 360,000 tested, 0.59% active. AID 624040;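 active = inhibition above a per-plate cutoff, the mean of that plate's test compounds plus 3 SD, cut at about 27% in these data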;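 note: 0% = acetylcholine EC80 with DMSO and 100% = DMSO without agonist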
# M5 PAM – potentiates acetylcholine response at human M5 receptor; P08912; CHO-K1 hM5, Fluo-8 calcium, ACh EC20 PAM; 0% = ACh EC20, 100% = ACh EC100; activation, % at 3 µM; 360,000 tested, 0.3% active;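 active = activation above the run cutoff, the mean activation of all test compounds plus 3 SD, cut at about 18% in these data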
#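 System: CHO-K1 cell line with stable human muscarinic M5 receptor expression | Also added: EC20 acetylcholine as agonist stimulus | Compound: One concentration, 3 µM final (nominal) | Timing: Fluo-8 loading 80 min at 37 °C plus 30 min room temperature | Measured by: Fluo-8 calcium dye fluorescence, kinetic read | Read-out basis: % activation, ACh-normalized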
# CHRM4 PAM – positive allosteric modulators of human muscarinic M4 receptor | CHO-K1 hM4/Gqi5, Fluo-8 calcium fluorescence, ACh EC20; 0% = ACh EC20, 100% = maximal ACh | 360,000 tested, 0.4% active | P08173 | activation, % at 3 µM;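 active = activation above its plate's cutoff, the mean activation of sample wells plus 3 SD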; note: some results filed as inactive read as strong as hits
# IDE inh – cellular human IDE inhibition; P14735; inhibition, % at 5.59 µM; AID 434962; 320,000 tested, 0.41% active; HEK cells, FAbetaB cleavage, fluorescence polarization;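 active = percent inhibition above the average of all tested compounds plus 3 SD, set per screening campaign, cut at about 16% in these data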;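 note: IDE supplied by intact live HEK cells; FP after avidin binding of uncleaved biotin substrate so inhibition keeps polarization high; 0% = DMSO wells and 100% = 60 µM reference IDE inhibitor Ii1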
# Target sequence (P14735 whole entry, looked up): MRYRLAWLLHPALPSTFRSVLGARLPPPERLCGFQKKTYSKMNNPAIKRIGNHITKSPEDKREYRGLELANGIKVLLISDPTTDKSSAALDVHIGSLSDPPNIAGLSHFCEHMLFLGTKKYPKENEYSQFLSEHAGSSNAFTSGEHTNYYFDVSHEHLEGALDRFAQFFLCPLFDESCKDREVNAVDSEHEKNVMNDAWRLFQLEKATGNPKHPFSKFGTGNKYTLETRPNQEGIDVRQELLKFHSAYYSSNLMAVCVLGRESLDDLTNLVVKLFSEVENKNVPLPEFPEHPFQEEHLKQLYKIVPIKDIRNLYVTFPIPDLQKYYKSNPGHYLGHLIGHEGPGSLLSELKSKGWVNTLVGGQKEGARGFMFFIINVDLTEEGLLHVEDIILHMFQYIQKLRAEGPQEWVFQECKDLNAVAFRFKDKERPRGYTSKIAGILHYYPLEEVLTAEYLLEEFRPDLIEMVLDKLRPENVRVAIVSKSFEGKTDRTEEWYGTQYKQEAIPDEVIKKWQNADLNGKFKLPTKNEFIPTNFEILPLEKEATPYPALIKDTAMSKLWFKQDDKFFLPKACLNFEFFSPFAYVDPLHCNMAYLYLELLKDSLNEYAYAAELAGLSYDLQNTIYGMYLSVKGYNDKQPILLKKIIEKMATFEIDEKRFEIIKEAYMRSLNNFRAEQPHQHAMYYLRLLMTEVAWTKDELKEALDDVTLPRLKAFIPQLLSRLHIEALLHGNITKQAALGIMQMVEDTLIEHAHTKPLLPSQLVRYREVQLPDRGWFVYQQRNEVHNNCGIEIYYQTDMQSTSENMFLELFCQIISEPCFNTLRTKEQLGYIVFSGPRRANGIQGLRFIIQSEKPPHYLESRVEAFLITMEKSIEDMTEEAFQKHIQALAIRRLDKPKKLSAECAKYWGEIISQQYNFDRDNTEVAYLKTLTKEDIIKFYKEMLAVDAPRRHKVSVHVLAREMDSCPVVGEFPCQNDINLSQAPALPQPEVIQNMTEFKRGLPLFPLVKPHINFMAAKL
# CRFR2-BP antag – CRF-BP/CRF-R2 complex antagonism; HEK293 CRF-R2/CRF-BP, CRF-induced calcium fluorescence; inhibition, % at 11.8 µM; 350,000 tested, 0.59% active; AID 588475;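 active = inhibition of the ligand-induced calcium signal above about 50% at the single tested concentration, limit read from the data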
# M5 ag – agonists of human muscarinic M5 receptor (CHRM5); P08912; CHO-K1 hM5 cells, Fluo-8 calcium fluorescence; 0% DMSO wells, 100% maximal acetylcholine response; activation, % at 3 µM; 360,000 tested, 0.19% active; AID 624037;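 active = activation above the run's mean over test compounds plus 3 SD, cut at about 23% in these data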;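 note: signal is peak over basal fluorescence ratio across the kinetic read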
# CHRM4 agonist – agonists of human muscarinic M4 receptor (CHRM4); activation, % at 3 µM; CHO-K1 hM4/Gqi5, Fluo-8 calcium fluorescence; vehicle 0%, full acetylcholine response 100%; 360,000 tested, 0.14% active;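 active = activation above the run mean over all test wells plus 3 SD, cut at about 32% in these data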;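 note: peak over basal fluorescence ratio per well then scaled between controls; 0% = DMSO wells and 100% = acetylcholine at EC100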
# CHRM4 antagonist – blocks acetylcholine activation of human M4 receptor. 360,000 tested, 0.73% active. P08173. CHO-hM4 cells, ACh EC80, Fluo-8 calcium fluorescence. AID 624125. inhibition, % at 3 µM;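 active = inhibition above its plate's cutoff, the mean inhibition of sample wells plus 3 SD, cut at about 27% in these data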;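 note: 0% = acetylcholine EC80 with DMSO and 100% = DMSO without agonist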
# CRFBP-R2 agonist – agonists of human CRF-binding protein/CRF-R2 receptor complex | HEK293 CRF-R2/CRF-BP, calcium dye fluorescence (FLIPR); percent of saturating CRF peptide response | activation, % at 13.2 µM | 350,000 tested, 0.46% active | AID 588473;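 active = activation of at least 50%, plus an integration ratio under a set limit after plate pattern correction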;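 note: plate controls were neutral control wells without compound for no effect and CRF at EC100 for full effect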
# An asterisk follows results filed as active; . = not tested or not shown. The order is random; 2.9% or so of the library scored in one or more.
SMILES,CHRM5 antagonist,M5 PAM,CHRM4 PAM,IDE inh,CRFR2-BP antag,M5 ag,CHRM4 agonist,CHRM4 antagonist,CRFBP-R2 agonist
CC(C)C(=O)N[C@@H]1c2ccccc2CC[C@H]1OCc1ccccc1,5.8,-2.2,6.6,.,-0.7,-1.1,1.7,-29.3,-2.9
CCCCCCOc1ccc(N2C(=O)CC(N3CCN(CCN=CC4C(=O)CC(C)(C)CC4=O)CC3)C2=O)cc1 (configuration not stated),12.8,-7.2,-5.5,-3.2,-19.5,-3.4,3.4,0.9,8.7
CC(=O)Nc1cc(-c2cccc(NS(C)(=O)=O)c2)cn2c(-c3cccc(C(C)=O)c3)cnc12,7.8,-8.3,-3.5,.,.,0.5,9.8,1.4,.
Cc1cc(=O)[nH]c2c1c(-c1ccccc1)nn2C,-4.8,7.1,-16.1,-0.2,9.5,-0.9,0.3,100.2*,-1.2
CCn1c(C)nc2cc(C(=O)NN=C(C)c3ccc(C#N)cc3)ccc21,2.4,2.5,8.1,7.0,-0.5,5.3,0.9,-12.3,3.9
COc1ccc(S(=O)(=O)N2CCc3ccccc32)cc1C(=O)N1CCN(C=O)CC1,-0.7,7.0,5.2,-2.0,3.8,4.7,0.7,-0.2,-1.4
CCC(C)c1ccc(NC(=O)c2[nH]c(C)c(C(C)=O)c2C)cc1 (configuration not stated),20.9,-14.8,-7.0,3.3,-15.1,2.0,20.1,-10.4,1.3
N#Cc1cnn(Cc2ccccc2)c1/N=C/N1CCOCC1,5.2,6.7,-1.6,8.7,8.9,-4.9,1.6,3.9,1.4
CCN(Cc1ccccc1)Cc1c(C)[nH]c2c(C)c(C)ccc2c1=O,-1.0,-1.9,-7.7,2.3,-23.8,-6.4,-0.2,11.4,-3.0
COc1ccc(C2=NS(=O)(=O)N(C)C(C(=O)Nc3ccc(C(C)=O)cc3)=C2)cc1OC,16.1,-15.8,-17.1,3.5,8.1,1.5,30.6,-1.2,1.3
Cc1cccc(OCC(=O)Nc2ccc3c(c2)nc2n3CCOC2)c1,0.5,-2.2,6.9,0.0,8.6,-1.5,1.6,-6.2,-2.0
C[C@@H]1CN([C@@H](C)CO)C(=O)c2cccc(NC(=O)Nc3ccc(F)cc3)c2O[C@@H]1CN(C)Cc1ccc(Oc2ccccc2)cc1,4.5,5.2,14.8,6.9,-13.8,-4.2,5.5,12.0,0.8

# Quoted from the listing:
# CCN(Cc1ccccc1)Cc1c(C)[nH]c2c(C)c(C)ccc2c1=O in CHRM5 antagonist has -1.0
# C[C@@H]1CN([C@@H](C)CO)C(=O)c2cccc(NC(=O)Nc3ccc(F)cc3)c2O[C@@H]1CN(C)Cc1ccc(Oc2ccccc2)cc1 in M5 ag has -4.2
# CCn1c(C)nc2cc(C(=O)NN=C(C)c3ccc(C#N)cc3)ccc21 in CRFBP-R2 agonist has 3.9
# COc1ccc(S(=O)(=O)N2CCc3ccccc32)cc1C(=O)N1CCN(C=O)CC1 in CRFBP-R2 agonist has -1.4
# CC(C)C(=O)N[C@@H]1c2ccccc2CC[C@H]1OCc1ccccc1 in CHRM4 PAM has 6.6

# (continued)
SMILES,CHRM5 antagonist,M5 PAM,CHRM4 PAM,IDE inh,CRFR2-BP antag,M5 ag,CHRM4 agonist,CHRM4 antagonist,CRFBP-R2 agonist
O=C(O)Cc1c(-c2ccccc2Cl)c2cc(Br)ccc2[nH]c1=O,0.6,1.3,-14.8,-1.4,-2.1,-1.1,-0.2,5.7,0.3
O=C(NC(Cc1ccccc1)C(=O)O)/C(=C\c1ccc([N+](=O)[O-])cc1)NC(=O)c1ccco1 (configuration not stated),5.2,2.4,0.7,-1.4,-11.1,-3.0,0.7,-6.3,2.6
COc1ccc(C(CC(=O)O)NC(=O)Cc2ccccc2)cc1 (configuration not stated),-5.9,6.7,0.4,-0.7,2.0,-3.7,0.6,-2.0,-0.8
Cc1cc(NC(=O)CSc2nc3c(C)ccc(C)c3cc2C#N)no1,-5.3,-0.5,-7.8,5.1,1.9,-3.8,1.8,2.9,4.3
O=C(NCc1ccccc1)C1CCCN1S(=O)(=O)c1ccc(Cl)cc1 (configuration not stated),6.3,0.5,3.4,1.4,-16.2,-4.6,0.3,1.4,0.0
CCC(C)NC(=O)c1cn(-c2cccc(OC)c2)c(=O)c2ccccc12 (configuration not stated),-0.4,0.8,1.2,1.4,-5.5,-3.2,1.0,-4.8,-0.7
CCc1nc(N=Nc2c(O)[nH]c3ccccc23)c2c3c(sc2n1)CCC3,-6.6,-0.6,8.3,4.6,5.2,-2.8,1.4,-9.0,7.6
Cc1ccc(NS(=O)(=O)c2ccc3c(c2)CCN3C(=O)CCC(=O)O)cc1Cl,5.5,-3.4,-3.3,6.1,-10.6,-1.5,0.8,-5.4,2.4
CCOc1cc(C(=O)N2CCN(c3ccccn3)CC2)cc(OCC)c1OCC,6.1,3.4,0.0,2.2,1.4,0.2,0.9,3.3,-1.5
Cc1cc(=O)oc2c(CN3CCCC3)c(O)ccc12,8.7,-6.2,-0.8,-2.5,-0.7,-3.5,3.8,1.6,3.6
CCCN1CCN(C(=O)Cn2nc(CC)n3c(cc4sccc43)c2=O)CC1,0.0,-3.5,-1.2,4.4,1.7,-0.6,0.4,18.6,1.4
CCCNC(=O)C1(C)CCN(C(=O)c2ccc(OC)cc2OC)C1 (configuration not stated),3.3,-6.5,8.7,.,.,1.4,0.5,-4.2,.
COc1ccc(-c2[nH][nH]c(=O)c2NC(=O)c2ccc([N+](=O)[O-])cc2)cc1,2.2,-0.6,7.9,.,.,0.9,1.2,3.2,.
CCOC(=O)C1=C(C)NC(C)=C(C(=O)OCC)C1c1ccncc1,-2.7,-0.3,0.5,.,-6.9,-2.2,-0.2,-5.8,-3.6
CCC(=O)N1CCc2cc(Br)cc(S(=O)(=O)N3CCCC(C(=O)NC(C)(C)C)C3)c21 (configuration not stated),-8.5,4.2,-4.0,10.8,-12.2,-0.3,5.9,-13.2,-1.1
CCn1nc(C)c(CNC(=O)C2CCC(=O)N(CCc3ccc(Cl)cc3)C2)c1C (configuration not stated),-0.7,3.6,5.1,2.1,0.9,-1.6,0.6,2.1,3.6
CCc1nnc(NC(=O)c2ccc(S(=O)(=O)N3CCCCCC3)cc2)s1,12.1,0.2,0.8,-2.9,-8.0,-3.0,-0.1,-0.5,-2.1
C=CCN(c1ccc(C(=O)NCCCn2ccnc2)cc1)S(C)(=O)=O,8.6,4.9,3.1,-1.8,3.9,1.4,0.6,-0.4,1.0
O=C(OCCc1cc2ccccc2c(=O)o1)c1ccc(F)cc1,16.3,-16.2,-2.3,0.6,3.9,0.8,5.2,1.1,0.0
O=C(Nc1nnc(S(=O)(=O)N2CCCC2)s1)c1ccccc1Cl,2.7,-8.3,-4.0,1.6,4.9,0.7,1.0,7.8,-3.6
CCn1nnc(NC(=S)NC(=O)c2ccc(-c3cccc(Cl)c3)o2)n1,9.4,-10.3,-4.9,2.4,13.8,-4.3,0.6,9.6,-0.9
O=[N+]([O-])c1c(Nc2ccc(Br)cc2)ccc2nonc12,8.8,-1.3,1.1,6.9,-5.3,-3.1,1.3,-4.1,-1.5
COc1ccccc1OCC(=O)NNC(=O)c1c(-c2ccccc2Cl)noc1C,9.2,-9.0,2.1,-2.2,-0.3,0.7,1.8,-3.6,0.4
Cc1cccc2sc(NC(=O)CCn3cccc3)nc12,-2.2,-0.5,-1.0,-2.4,4.2,-2.2,1.8,-8.5,0.0
CN1CCc2nc(SCC(=O)Nc3cccc(F)c3)c(C#N)c(-c3cccs3)c2C1,6.9,-2.7,5.5,2.6,7.2,-3.1,4.1,5.9,-1.7
CC(C)[n+]1ccn(C2=C([O-])c3ccccc3C(=O)/C2=N\S(=O)(=O)c2ccccc2)c1,14.6,-1.8,-11.2,9.1,4.1,-3.2,-0.1,1.3,2.5
O=C1[C@H]2[C@@H](c3ccc(Cl)cc3)N3C(=O)N(c4cccc(F)c4)C(=O)[C@@]3(Cc3ccccc3)[C@H]2C(=O)N1C1CCCCC1,10.9,3.6,8.7,2.0,-4.3,1.2,2.0,-2.1,4.7
OC(c1ccccc1)(c1ccccc1)C1CCN(C(=S)Nc2ccc(F)cc2)CC1,0.3,3.8,10.1,-1.9,6.8,-5.0,1.0,0.9,-0.4
O=C(Cc1cccc(F)c1F)NC1CCCN(Cc2ccc(Cl)cc2)C1 (configuration not stated),8.4,-1.0,1.4,0.7,13.7,-14.3,2.5,-3.9,-1.6
O=C(O)c1cccc(S(=O)(=O)NCC2COc3ccccc3O2)c1 (configuration not stated),1.9,0.0,-1.6,4.6,-14.4,2.0,1.1,5.2,0.3
CCOc1ccccc1C(=O)NCC(=O)NCC(c1ccco1)N1CCCCC1 (configuration not stated),5.6,-1.1,0.7,0.5,-2.3,-1.9,0.1,-17.1,2.6
COc1ccc(Cl)cc1NC(=S)NC(=O)c1ccco1,-3.4,4.0,8.6,-1.7,0.4,-1.0,2.3,-18.6,-0.8
CCC(CC)COC(=O)C1=C(C)NC(=O)NC1c1ccc2c(c1)OCO2 (configuration not stated),4.3,1.9,-0.2,-2.3,-3.8,-4.3,-1.5,9.3,0.2
CCN(C(=O)COC(=O)CSc1ccccc1)c1c(N)n(Cc2ccccc2)c(=O)[nH]c1=O,11.2,-4.4,-4.0,2.3,2.0,-1.3,0.2,5.8,-0.4
CCOc1ccccc1C1CC(=O)NC2=C1C(=O)CCC2 (configuration not stated),-6.5,4.0,7.2,-1.0,14.7,-0.7,0.0,-6.7,1.2
Cc1cc(N2CCN(c3ccccn3)CC2)n2c(nc3ccccc32)c1C#N,7.9,-6.3,-4.1,.,15.3,-3.1,7.8,-8.5,-4.3
CC1(C(=O)NS(=O)(=O)C2CC2)CCCN(C(=O)c2ccc(F)c(Cl)c2)C1 (configuration not stated),1.8,-0.6,5.3,.,.,1.2,-0.7,4.1,.
CCC(=O)N1CCN(c2ccc(NC(=O)c3ccco3)cc2Cl)CC1,14.5,-9.5,-3.4,.,1.1,-3.4,8.8,-10.2,-0.8
COCCNC(=O)c1ccc2c(=O)n(Cc3ccco3)c(SCC(=O)NC3CCCC3)nc2c1,-1.9,-3.6,-9.8,3.3,-21.7,-0.2,1.2,9.8,-1.1
CCOC(=O)c1c(NC(=O)CSc2ncnc3ccccc23)sc(C)c1C,4.2,-3.2,-2.0,2.0,6.2,-1.7,1.7,-2.9,3.0
CC(=O)c1ccc(NC(=S)N2CC(C)CC(C)C2)cc1 (configuration not stated),-7.5,-1.9,8.0,6.0,5.6,-3.6,0.8,-15.1,-2.0
COc1ccc(-c2noc(CCC(=O)N3CCN(c4ccccc4C(F)(F)F)CC3)n2)cc1,-5.6,-5.2,-5.2,.,9.0,2.1,11.8,-5.3,1.7
N#Cc1ccccc1S(=O)(=O)N1CCN(C(=O)CCNS(=O)(=O)c2ccc(Cl)cc2)CC1,13.0,-11.4,-5.1,.,-3.0,-1.9,15.2,3.3,0.6

# 3 of the entries above in order of the CRFBP-R2 agonist value, lowest first:
Molecule,CRFBP-R2 agonist
COCCNC(=O)c1ccc2c(=O)n(Cc3ccco3)c(SCC(=O)NC3CCCC3)nc2c1,-1.1
CCC(=O)N1CCN(c2ccc(NC(=O)c3ccco3)cc2Cl)CC1,-0.8
COc1ccc(-c2noc(CCC(=O)N3CCN(c4ccccc4C(F)(F)F)CC3)n2)cc1,1.7
